Compound activity deposited in PubChem by NCI.
NCI-60 one-dose screen, 48 h, at 10 µM unless noted. Numbers give growth in % (100 = growth as untreated, 0 = no growth, -100 = all killed).
SF-295: SF-295 CNS cancer cells. 79,000 tested, 5.6% active. AID 1794758
SNB-19: SNB-19 CNS cancer cells; 81,000 tested, 2.5% active; AID 1794751
U251: U251 CNS tumor cells; 80,000 tested, 5.4% active
OVCAR-8: OVCAR-8 ovarian cancer. 81,000 tested, 4.4% active
SF-539: SF-539 CNS cancer. 81,000 tested, 6.8% active. AID 1794752
DU-145: DU-145 prostate cancer; AID 1794760; 81,000 tested, 4.2% active
SF-268: SF-268 CNS cancer cells. AID 1794759. 82,000 tested, 3.1% active
PC-3: PC-3 prostate cancer cells | 80,000 tested, 3.9% active
An asterisk follows results filed as active; & = joins results of further samples; [ ] = dose if it differs, or a comment. How the source made its calls: active means growth percent below 10; inactive means the rest.

`CCN1C(=S)N(CC)C2C1NC(=O)N2/N=C/C=C/c1ccccc1[N+](=O)[O-]` (stereo unspecified) gave SF-295 101, SNB-19 93, U251 92, OVCAR-8 98, SF-539 88, DU-145 106, SF-268 94 and PC-3 91.
Screening NCC(=O)OC(c1ccccc1)(c1ccccc1)c1ccccc1 returned SF-295 102, SNB-19 107, U251 104, OVCAR-8 98, SF-539 105, DU-145 106, SF-268 102 and PC-3 96.
For CCNc1nc(C(F)(F)F)nc2c1sc(=S)n2-c1ccccc1 the results were SF-295 94, SNB-19 107, U251 93, OVCAR-8 96, SF-539 101, DU-145 101 and SF-268 105.
O=C1NC(=O)C(Cn2cnc3ccccc32)N1 (stereo unspecified) was read as SF-295 104, SNB-19 95, U251 101, OVCAR-8 106, SF-539 96, DU-145 110, SF-268 100 and PC-3 95.
For COC(=O)/C=C/Nc1ccccc1 the results were SNB-19 97, U251 93, OVCAR-8 103, SF-539 95, DU-145 110, SF-268 102 and PC-3 93.
Screening Clc1cccc(Cl)c1CSc1nc2ccccc2n2cccc12 returned SF-295 98, SNB-19 105, U251 95, OVCAR-8 104, SF-539 102, DU-145 93, SF-268 97 and PC-3 97.
Screening CSCC[C@H](CO)NC(=O)CCC[C@@H](C)[C@H]1CC[C@H]2[C@@H]3CC[C@@H]4CNCCC[C@]4(C)[C@H]3CC[C@]12C returned SF-295 104, SNB-19 101, U251 76, OVCAR-8 87, SF-539 80, DU-145 94, SF-268 97 and PC-3 64.
For COc1cccc(Cc2cc(-c3ccccc3)nn(CC(=O)c3ccccc3)c2=O)c1 the results were SF-295 68, SNB-19 58, U251 37, OVCAR-8 59, SF-539 50, DU-145 63, SF-268 54 and PC-3 41.
COC(=O)c1c2c(c(C)[n+]([O-])c1C)C(=O)C(NCc1ccc(Cl)cc1)=CC2=O was read as SF-295 88, SNB-19 84, U251 57, OVCAR-8 33, SF-539 85, DU-145 87, SF-268 77 and PC-3 34.
Fc1cnc(Nc2ccc(OCCN3CCCC3)cc2)nc1NCc1ccco1 was read as SF-295 94, SNB-19 88, U251 45, OVCAR-8 45, SF-539 91, DU-145 60, SF-268 62 and PC-3 65.
`CCCC(O)C(CC)NC(Cc1ccccc1)c1ccccc1` (stereo unspecified) gave SF-295 101, SNB-19 87, U251 96, OVCAR-8 100, SF-539 104, DU-145 110, SF-268 101 and PC-3 79.
CCOC(=O)c1ccc(NC2=CC(=O)C(C)=C(C)C2=O)cc1 was read as SF-295 52, SNB-19 72, U251 82, OVCAR-8 84, SF-539 99, DU-145 109, SF-268 86 and PC-3 49.
Screening O=C1OC(c2ccccc2)=N/C1=C\c1ccc(/C=C2\N=C(c3ccccc3)OC2=O)cc1 returned SF-295 97, SNB-19 96, U251 101, OVCAR-8 101, SF-539 102, DU-145 109, SF-268 112 and PC-3 97.
Screening CCOC(=O)CCC(NC(=O)c1ccc(NS(=O)(=O)c2ccc(C)cc2)cc1)C(=O)OCC (stereo unspecified) returned SF-295 99&101, SNB-19 95, U251 96&97, OVCAR-8 100&105, SF-539 109&96, DU-145 102&120, SF-268 97&110 and PC-3 93&114.
C=CCn1cc(-c2nc3ccccc3s2)c2cc(-c3ccc4c5c(cccc35)C(=O)N(Nc3ccccc3)C4=O)ccc21 was read as SF-295 108, SNB-19 96, U251 106, OVCAR-8 103, SF-539 102, DU-145 109, SF-268 95 and PC-3 97.
C=C1CN(c2ccc(N(C)C)cc2)C1=O was read as SF-295 113, SNB-19 101, U251 97, OVCAR-8 107, SF-539 103, DU-145 114, SF-268 103 and PC-3 75.
CCOC(=O)Cc1csc(NC(=O)c2cccnc2)n1 was read as SF-295 101, SNB-19 100, U251 96, OVCAR-8 102, SF-539 95, DU-145 114, SF-268 104 and PC-3 93.
`COc1nccc2c(N(C)C(=O)Nc3ccc(N(C)C)cc3)nc(N)nc12` gave SF-295 95, SNB-19 97, U251 95, OVCAR-8 89, SF-539 124, DU-145 97, SF-268 95 and PC-3 90.
Screening COc1cc(/C=C/c2cc(/C=C/c3ccc(O)c(OC)c3)n(C(=O)Nc3ccc(Cl)cc3)n2)ccc1O returned SF-295 -22*, SNB-19 9.2*, U251 4.3*, OVCAR-8 -20*, SF-539 0.2*, DU-145 12, SF-268 14 and PC-3 4.2*.
For CNc1c(Br)cc(Br)cc1-c1n[nH]c(=O)[nH]c1=O the results were SF-295 103, SNB-19 108, U251 96, OVCAR-8 103, SF-539 101, DU-145 111, SF-268 101 and PC-3 98.
Screening CC(C)=N/N=C1/NC(=O)C(c2ccccc2)S1 (stereo unspecified) returned SNB-19 111, U251 109, OVCAR-8 110, SF-539 100, DU-145 128, SF-268 106 and PC-3 100.
`CC(=O)N(CCC(C)C)c1ccccc1` gave SF-295 105, SNB-19 103, U251 100, OVCAR-8 106, SF-539 98, DU-145 116, SF-268 107 and PC-3 98.
COc1cc(C2CC(=O)Nc3ccsc32)cc(OC)c1OC (stereo unspecified) was read as SF-295 101, SNB-19 107, U251 89, OVCAR-8 104, SF-539 100, DU-145 100, SF-268 111 and PC-3 87.
C#CCn1c(C)cc(C)c(C#N)c1=O was read as SF-295 100, SNB-19 95, U251 100, OVCAR-8 103, SF-539 98, DU-145 110, SF-268 98 and PC-3 104.
`CC1(C)C=C(O)C=C(O)C1` gave SF-295 118, SNB-19 106, U251 103, OVCAR-8 103, SF-539 88, DU-145 114, SF-268 100 and PC-3 105.
For Cc1ccc2[nH]c(=O)cc(-n3nncc3COc3ccc(C=O)cc3)c2c1 the results were SF-295 104, SNB-19 102, U251 102, OVCAR-8 107, SF-539 99, DU-145 105, SF-268 102 and PC-3 98.
`CNC(=O)N1N=C(c2ccc(N)cc2)c2cc3c(cc2CC1=O)OCCO3` gave SF-295 106, SNB-19 106, U251 100, OVCAR-8 102, SF-539 98, DU-145 110, SF-268 101 and PC-3 97.
COC(=O)[C@]12CC[C@@H](C)[C@H](C)[C@@H]1C1=CC[C@@H]3[C@@]4(C)C(C=O)=C[C@@](C)(COC(=O)c5ccco5)C4=CC[C@@]3(C)[C@]1(C)CC2 was read as SF-295 12, SNB-19 36, U251 -4.3*, OVCAR-8 20, SF-539 -15*, DU-145 11, SF-268 -11* and PC-3 14.
For Oc1ccccc1C=Nc1ccc(N=Cc2ccccc2O)cc1 the results were SF-295 91&104, SNB-19 100&111, U251 95&107, OVCAR-8 96&102, SF-539 95&97, DU-145 115&96, SF-268 101&93 and PC-3 97&97.
Screening C[C@]12C[C@@H](c3ccoc3)OC(=O)[C@@H]1CC[C@]1(C)[C@@H]2CC[C@@H](O)[C@]1(C)O returned SF-295 52, SNB-19 77, U251 67, OVCAR-8 104, DU-145 73, SF-268 106 and PC-3 60.
`CCCCn1cnc(-c2cc(-c3ccccc3)cc(C(F)(F)F)c2)n1` gave SF-295 102, SNB-19 99, U251 98, OVCAR-8 98, SF-539 103, DU-145 106, SF-268 104 and PC-3 83.
For CCOC(=O)c1c(NC(=O)NCc2ccccc2)sc2c1CCCC2 the results were SF-295 98, SNB-19 91, U251 86, OVCAR-8 89, SF-539 91, DU-145 101, SF-268 84 and PC-3 94.
Screening O=C1NC(=Nc2ccc(S(=O)(=O)Nc3ccccn3)cc2)S/C1=C\c1coc2ccccc2c1=O returned SNB-19 98, U251 100, SF-539 103, DU-145 108, SF-268 106 and PC-3 94.
For Cn1ncc2c(Nc3ccccc3Cl)nc(Cl)nc21 the results were SF-295 103, SNB-19 114, U251 112, OVCAR-8 113, SF-539 102, DU-145 139, SF-268 114 and PC-3 109.
For CCCc1ccc(N)cc1 the results were SF-295 101, SNB-19 87, U251 95, OVCAR-8 88, SF-539 92, DU-145 109, SF-268 101 and PC-3 94.
Screening Nc1nc2c(C(=O)Nc3ccc(Cl)cc3)c(Nc3ccccc3)nn2c(Nc2ccccc2)c1-c1nc2ccccc2s1 returned SF-295 74, SNB-19 87, U251 70, OVCAR-8 73, SF-539 83, DU-145 84, SF-268 77 and PC-3 60.
For CC(=O)OC[C@@]1(C)C2CC[C@]3(C)C(CC=C4C5CC(C)(C)CC[C@]5(C(=O)Nc5ccc(C)cc5)CC[C@]43C)[C@@]2(C)C[C@@H](OC(C)=O)[C@@H]1OC(C)=O (stereo partly specified) the results were SF-295 31, U251 41, OVCAR-8 40, SF-539 43, DU-145 49, SF-268 57 and PC-3 34.
Screening CCC(O)c1ccco1 (stereo unspecified) returned SF-295 102, SNB-19 102, U251 115, OVCAR-8 105, SF-539 104, DU-145 114, SF-268 115 and PC-3 112.
For COc1ccc(CCl)c(C)c1OC the results were SF-295 95, SNB-19 107, U251 98, OVCAR-8 99, SF-539 99, DU-145 104, SF-268 97 and PC-3 94.
O=C(/C=C/c1ccccc1)N(C1CCCCC1)C1CCCCC1 was read as SF-295 78, SNB-19 88, U251 84, OVCAR-8 95, SF-539 105, DU-145 104, SF-268 104 and PC-3 60.
For OC(CBr)c1ccc(Br)c2ccccc12 (stereo unspecified) the results were SF-295 92, SNB-19 107, U251 93, OVCAR-8 102, SF-539 109, DU-145 105, SF-268 95 and PC-3 93.
Screening COc1ccc(Cn2cc3c(c2)-c2oncc2CC3)cc1OC returned SNB-19 42, U251 19, OVCAR-8 25, SF-539 -21*, DU-145 10, SF-268 33 and PC-3 26.
O=C(Oc1ccccc1)C(Br)C(Br)c1ccccc1 (stereo unspecified) was read as SF-295 130, SNB-19 104, U251 76, OVCAR-8 103, SF-539 110, DU-145 -39*, SF-268 79 and PC-3 55.
CCCCC(=S)SSC(C)(C)C was read as SF-295 126, SNB-19 106, U251 98, OVCAR-8 96, SF-539 107, DU-145 110, SF-268 107 and PC-3 102.
O=C(O)C(/C=C/c1ccco1)=N\Nc1nc(-c2ccc(Cl)cc2)cs1 was read as SF-295 28, SNB-19 43, U251 31, OVCAR-8 37, SF-539 43, DU-145 70, SF-268 51 and PC-3 54.
For COC(=O)[C@H](Cc1cn(C)cn1)NC(=O)[C@H](Cc1ccccc1)NC(=O)Nc1cc(C(F)(F)F)cc(C(F)(F)F)c1 the results were SNB-19 -96*[100 µM], U251 -96*[100 µM], OVCAR-8 -88*[100 µM], SF-539 -94*[100 µM], DU-145 -100*[100 µM], SF-268 -95*[100 µM] and PC-3 -96*[100 µM].
For Fc1cc(-c2cnc(Cl)nc2NC2CCCCCC2)cc(F)c1F the results were SF-295 88, SNB-19 99, U251 86, OVCAR-8 97, SF-539 97, DU-145 122, SF-268 112 and PC-3 96.

Gathered by group, the entries above containing a furan ring, fused or not (five)
Fc1cnc(Nc2ccc(OCCN3CCCC3)cc2)nc1NCc1ccco1 was read as SF-295 94, SNB-19 88, U251 45, OVCAR-8 45, SF-539 91, DU-145 60, SF-268 62 and PC-3 65.
COC(=O)[C@]12CC[C@@H](C)[C@H](C)[C@@H]1C1=CC[C@@H]3[C@@]4(C)C(C=O)=C[C@@](C)(COC(=O)c5ccco5)C4=CC[C@@]3(C)[C@]1(C)CC2 was read as SF-295 12, SNB-19 36, U251 -4.3*, OVCAR-8 20, SF-539 -15*, DU-145 11, SF-268 -11* and PC-3 14.
Screening C[C@]12C[C@@H](c3ccoc3)OC(=O)[C@@H]1CC[C@]1(C)[C@@H]2CC[C@@H](O)[C@]1(C)O returned SF-295 52, SNB-19 77, U251 67, OVCAR-8 104, DU-145 73, SF-268 106 and PC-3 60.
Screening CCC(O)c1ccco1 (stereo unspecified) returned SF-295 102, SNB-19 102, U251 115, OVCAR-8 105, SF-539 104, DU-145 114, SF-268 115 and PC-3 112.
O=C(O)C(/C=C/c1ccco1)=N\Nc1nc(-c2ccc(Cl)cc2)cs1 was read as SF-295 28, SNB-19 43, U251 31, OVCAR-8 37, SF-539 43, DU-145 70, SF-268 51 and PC-3 54.
